# A549 viability = kills or reduces viability of A549 cells in Nrf2 counter-screen; actives 0.16% (n = 390,000); A549 ARE-Fluc cells, CellTiter-Fluor viability, 18-24 h; Potency, µM (series often up to 46 µM), for inactives: at the top dose activity change, negative = cytotoxicity, hits mostly inhibitors; note: potency is the fitted concentration of half-maximal effect; % is set by controls: 0 for no effect and ±100 for the full control effect
#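 A549 ARE-Fluc cells in 5% FBS OPTI-MEM, 5000 cells/well, rested 2 h then exposed to compounds in concentration-response for 18-24 h at 37 °C. Viability by CellTiter-Fluor fluorescence (Ex 405/Em 525) after 30 min; luciferase luminescence (BugLite, 15 min, RT) read afterwards.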
# HepG2 viability = counter-screen for TGF-b inhibitors: cytotoxicity in HepG2 cells. Potency, µM (highest dose often 46.1 µM), without a hit: top-dose activity change, negative = cytotoxicity, usual class: cytotoxic. actives 0.76% (n = 410,000). HepG2 CAGA-GFP viability, ATP luminescence, 18 h; note: potency is the fitted concentration of half-maximal effect; some results filed as inactive show a strong effect at the top dose
#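 HepG2 CAGA-GFP cells (1000/well, DMEM with 1% FBS) received compound, then TGF-beta at 500 pg/mL final, and were incubated 18 hours at 37 degrees C. Viability was read by CellTiter-Glo luminescence. Media-only wells were set as complete cell-killing and DMSO as no toxicity.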
# TGFb SMAD3 inh = blocks TGF-b signaling; Potency, µM (series often up to 46.1 µM), for the others: at the highest dose activity, negative = inhibition, hits mostly inhibitors; actives 1.2% (n = 410,000); HepG2 CAGA-GFP TGF-b/SMAD3 reporter, GFP fluorescence, 18 h; TGF-beta stimulated, 500 pg/mL final; note: potency is the fitted concentration of half-maximal effect; % is set by controls: 0 for no effect and ±100 for the full control effect; nearly all actives have a fitted effect of over 65% in size
#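 Inhibition of TGF-beta-driven CAGA-GFP reporter expression in HEPG2 cells is measured by cellular GFP fluorescence after 18 h stimulation with 500 pg/mL recombinant TGF-beta in 1% FBS medium at 37 degrees C.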
# IL-2 act = activators of IL-2. activation, % (series mostly up to about 46 µM). IL-2 activation reporter assay, cell-based qHTS; stimulated with anti-CD3/CD4/CD28 beads; in transgenic mouse T cells. actives 0.065% (n = 360,000); in the data active = activation above about 50%; inconclusive = mostly about 30% to 49%; note: 0% is about no effect
#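 Unstimulated transgenic mouse T cells, 750 per well, received compound and, after 60 minutes, anti-CD3/anti-CD4 bead plus anti-CD28 stimulation. EGFP and DsRed were quantified after 18 hours.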
# Nrf2 activator = activators of Nrf2 (ARE) signaling; AREc32 ARE-luciferase reporter (MCF7-derived line), luminescence, 24 h; Potency, µM (highest dose often 46.1 µM), for the others: at the top dose activation, most hits filed as activators; actives 0.31% (n = 410,000); AID 624171; note: potency is the fitted concentration of half-maximal effect; % of control where 0% means no effect; nearly all actives have a fitted effect of over 65% in size
#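 AREc32 cells carrying an ARE-driven firefly luciferase reporter were seeded at 1000 cells/well in OPTI-MEM with 5% FBS, then exposed to compound for 24 hr at 37 deg C. Luminescence was read with Steady-Glo after 30 min at RT.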
# Nrf2 block = Nrf2 pathway inhibition; A549 ARE-Fluc reporter, luciferase luminescence, 18-24 h; Potency, µM (titrated, usually from 46 µM), inactives show top-dose activity change, negative = inhibition, usual class: inhibitors; actives 2.1% (n = 360,000); AID 504444; note: potency is the fitted concentration of half-maximal effect; % is set by controls: 0 for no effect and ±100 for the full control effect; nearly all actives have a fitted effect of over 60% in size
#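 A549 ARE_Fluc cells (5000/well, 5% FBS OPTI-MEM) pre-incubated 2 h, then treated with compounds 18-24 h at 37C/5% CO2 in concentration-response. CellTiter-Fluor viability read first; BugLite luciferase luminescence after 15 min at room temperature gives Nrf2 activity.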
# ATXN2 expr inh = ATXN2 expression inhibition; Potency, µM (titrated, usually from 57 µM), without a hit: top-dose activity change, negative = inhibition, usual class: inhibitors; actives 0.72% (n = 360,000); HEK-293 ATXN2-luciferase reporter, luminescence, 24 h; AID 1745845; note: potency is the fitted concentration of half-maximal effect; % is set by controls: 0 for no effect and ±100 for the full control effect; nearly all actives have a fitted effect of over 55% in size
#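 qHTS (up to 57 uM final) was run with 24 h compound exposure of reporter cells at 37 °C. Each well was multiplexed: SteadyGlo luminescence measured ATXN2-luciferase expression after a fluorogenic Gly-Phe-AFC viability readout (25 uM final).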
# S2 tox = viability counter-screen for ATXN expression inhibitors; S2 cells (HEK-293 line with an ATXN2-luciferase reporter) viability, CellTiter-Fluor protease fluorescence, 24 h; AID 651635; actives 0.49% (n = 400,000); Potency, µM (highest dose often 56.7 µM), most hits filed as cytotoxic; note: potency is the fitted concentration of half-maximal effect; nearly all actives have a fitted effect of over 40% in size
# EPAC2 agonist = EPAC2 (human) agonism; EPAC2 activation, biochemical qHTS; response scale: 100% = 6.5 mM cAMP response; Q8WZA2; actives 0.079% (n = 360,000); Potency, µM (top dose mostly 154 µM), inactives show at the top dose activation, usual class: activators; AID 720711; note: potency is the fitted concentration of half-maximal effect; nearly all actives have a fitted effect of over 50% in size
# Target sequence (Q8WZA2 whole entry, looked up): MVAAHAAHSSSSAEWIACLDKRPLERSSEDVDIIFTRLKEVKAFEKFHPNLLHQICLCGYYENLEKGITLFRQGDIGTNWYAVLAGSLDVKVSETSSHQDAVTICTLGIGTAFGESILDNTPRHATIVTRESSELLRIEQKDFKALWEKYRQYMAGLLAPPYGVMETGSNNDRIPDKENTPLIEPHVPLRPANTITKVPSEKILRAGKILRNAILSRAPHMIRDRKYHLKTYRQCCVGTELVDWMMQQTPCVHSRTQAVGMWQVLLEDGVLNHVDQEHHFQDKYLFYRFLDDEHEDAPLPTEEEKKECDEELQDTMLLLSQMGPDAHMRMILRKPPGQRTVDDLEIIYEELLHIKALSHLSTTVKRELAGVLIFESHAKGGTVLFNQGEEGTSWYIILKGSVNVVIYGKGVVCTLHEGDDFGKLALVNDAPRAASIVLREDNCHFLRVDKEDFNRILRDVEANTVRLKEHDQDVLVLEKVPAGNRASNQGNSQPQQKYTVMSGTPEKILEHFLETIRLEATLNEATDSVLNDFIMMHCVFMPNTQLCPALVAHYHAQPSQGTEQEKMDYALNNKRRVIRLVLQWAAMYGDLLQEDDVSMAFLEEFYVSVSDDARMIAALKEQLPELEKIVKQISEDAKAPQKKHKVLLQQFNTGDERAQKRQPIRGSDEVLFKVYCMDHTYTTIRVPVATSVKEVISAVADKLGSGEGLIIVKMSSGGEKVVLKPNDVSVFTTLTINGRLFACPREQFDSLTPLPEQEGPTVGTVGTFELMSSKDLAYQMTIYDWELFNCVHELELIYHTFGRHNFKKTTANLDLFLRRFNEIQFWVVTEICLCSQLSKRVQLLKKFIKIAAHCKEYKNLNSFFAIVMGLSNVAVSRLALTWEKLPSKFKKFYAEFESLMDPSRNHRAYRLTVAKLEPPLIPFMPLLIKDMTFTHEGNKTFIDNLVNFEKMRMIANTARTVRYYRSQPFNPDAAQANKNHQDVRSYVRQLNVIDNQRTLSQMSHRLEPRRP
#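 Readout is BODIPY fluorescence (480 nm excitation, 540 nm emission), which falls as labeled GDP is exchanged off Rap1B. EPAC2 at 100 nM acted on 250 nM RAP1B-BODIPY-GDP with 50 uM GDP present.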
# * hit, by the source's call; i = inactive; u = inconclusive; x = not tested or not shown; [ ] = dose if it differs, or a comment. Unless noted, calls come from the whole dose curve; as a rule, active = well fitted curve in the direction sought with a large enough effect; inconclusive = small, poorly fitted or top-dose-only effect, or another doubt; inactive = no such curve, though single readings can be large; an effect the other way counts as inactive or inconclusive.
# Values run as follows: A549 viability	HepG2 viability	TGFb SMAD3 inh	IL-2 act	Nrf2 activator	Nrf2 block	ATXN2 expr inh	S2 tox	EPAC2 agonist
> COc1ccc(C(=O)CSc2nnc(COc3ccccc3)n2Cc2ccco2)cc1
  -1%	-35%	-27%	0.6	2.1%	u	-15%	i	13%
> Nc1nnc(SCC(=O)OCC(=O)Nc2ccc(Br)cc2F)s1
  2%	7%	11%	-2.1	-0.3%	-13%	-18%	i	5%
> O=C(C1=NN(c2ccccc2)C(=O)CC1)N1CCc2ccccc2C1
  1%	12%	-1%	0.5	0.7%	-4%	0%	u	4%
> COC(=O)c1c(-c2ccc(S(C)(=O)=O)cc2)sc2ccc(OC)cc12
  -6%	2%	3%	-2.4	4.8%	u	-26%	u	18%
> COC(=O)c1ccc(NS(=O)(=O)c2ccc3[nH]c4c(c3c2)CCCC4)cc1
  0%	-17%	u	x	3.0%	u	u	i	x
> O=C1OCCN1C(=O)[C@H]1[C@H](c2ccc(F)cc2)C(c2ccc(F)cc2)=NN1c1ccc(Br)cc1
  14%	-48%	11µM*	1.0	8.5%	u	-25%	i	0%
> CCOC(=O)C(C(=O)OCC)C(C)C#CCN1CCCCC1 (stereo not given)
  -7%	-6%	0%	0.7	-0.2%	-4%	-1%	i	-3%
> CCN1C(=O)CC(C(=O)Nc2ccc(F)cc2)SC1=Nc1ccc2c(c1)OCO2 (stereo not given)
  -6%	2%	u	0.2	4.4%	-15%	-4%	i	-15%
> Cc1ccc(C)c(N2CCN(C(=O)c3cc(S(=O)(=O)N4CCC(C)CC4)cn3C)CC2)c1
  -1%	-3%	u	x	0.2%	x	11%	i	x
> COc1ccc2cc3cc(C(=O)Nc4cc(C)c(Cl)cc4OC)oc3nc2c1
  6%	-1%	0%	x	-0.4%	2%	2%	i	x
> COC(=O)c1sccc1S(=O)(=O)N1CCN(c2ccccc2)CC1
  11%	3%	0%	x	0.0%	x	1%	i	x
> CN(C)/C=C1/C=C(c2ccccc2)OC1=O
  -1%	0%	-4%	-4.2	u	-17%	2%	i	3%
> CCOC(=O)/C(=C\C=C1/Sc2cc(OCC)c(OCC)cc2N1CC)C(C)=O
  u	10%	252%[activator]	27	-0.8%	-23%	-21%	x	2%
> CCn1c(CN2CCOCC2)nnc1SCC(=O)Nc1ccccc1Cl
  -1%	4%	-1%	-1.6	0.4%	6%	24%	i	-10%
> O=C(N/N=C\c1cccnc1)c1ccc(Cl)s1
  0%	0%	6%	-2.5	2.9%	-20%	6%	i	8%
> COc1ccc(-c2nnc(Nc3ccc(OCC(N)=O)cc3)c3ccccc23)cc1
  -4%	-21%	-11%	x	0.4%	-5%	-12%	i	x
> CCC(C(=O)OCC(=O)N(C)c1c(N)n(Cc2ccccc2)c(=O)[nH]c1=O)c1ccccc1 (stereo not given)
  -2%	-7%	-4%	-0.2	0.3%	-14%	11%	i	-7%
> Cc1cc(NS(C)(=O)=O)c(=O)n(Cc2cccc(F)c2)c1
  4%	-3%	-4%	0.2	-0.7%	-3%	5%	i	5%
> O=C(COc1ccc(S(=O)(=O)N2CCCCC2)cc1Cl)N1CCOCC1
  1%	-1%	13%	-2.2	3.5%	u	-30%	i	20%
> CC(C)N1C(=O)C(O)(c2c[nH]c3ccccc23)c2ccccc21 (stereo not given)
  12%	-3%	-14%	x	0.2%	13%	11%	i	x
> O=C(Nc1ccc(F)c(Cl)c1)c1ccc2sc([C@H]3C[C@H](O)[C@@H](CO)O3)nc2c1
  x	-36%	u	0.0	3.7%	x	-27%	u	7%
> Cc1ccc(NC(=O)CNC(=O)c2ccco2)cc1Cl
  0%	3%	10%	0.7	3.8%	u	-4%	i	0%
> O=C(COC(=O)c1cc(S(=O)(=O)N2CCOCC2)ccc1F)NCc1ccc2c(c1)OCO2
  -1%	8%	-9%	0.2	-0.3%	3%	3%	i	-5%
> COc1ccc(NC(=O)Nc2cccc3c2O[C@H](CN(C)S(=O)(=O)c2c(C)noc2C)[C@@H](C)CN([C@H](C)CO)C3=O)cc1
  1%	6%	2%	4.2	0.3%	9%	7%	i	0%
> Cc1ccc(Nc2nnc(SCc3cc(=O)n4ccsc4n3)s2)c(C)c1
  14%	-24%	u	-1.1	4.3%	-19%	5%	i	11%
> COc1ccc(/C(N)=N/OC(=O)c2ccc3c(c2)OCO3)cc1OC
  -12%	-32%	-5%	-0.6	7.8%	u	-7%	i	3%
> Cc1cc(NC(=O)c2ccc(Br)c([N+](=O)[O-])c2)no1
  -1%	0%	-12%	-1.6	8.2%	u	4%	i	0%
> Cc1ccc(-c2noc(CCCc3ccccc3)n2)cc1
  16%	-5%	3%	0.2	2.6%	u	41%[activator]	i	14%
> CCOC(=O)CNC(=O)c1cc2c(=O)n3cccc(C)c3nc2n1C
  1%	-3%	-3%	x	11%	0%	x	x	x
> CCOc1ccc(C2C(=O)N(C3CCCCC3)CC(=O)N2CCC2=CCCCC2)cc1OC (stereo not given)
  -2%	-27%	1%	x	4.4%	x	x	x	x

# Another view of part of the listing above:
SMILES	A549 viability	HepG2 viability	TGFb SMAD3 inh	IL-2 act	Nrf2 activator	Nrf2 block	ATXN2 expr inh	S2 tox	EPAC2 agonist
COC(=O)c1sccc1S(=O)(=O)N1CCN(c2ccccc2)CC1	11%	3%	0%	x	0.0%	x	1%	i	x
CN(C)/C=C1/C=C(c2ccccc2)OC1=O	-1%	0%	-4%	-4.2	u	-17%	2%	i	3%

# (cont.)
# Values run as follows: A549 viability	HepG2 viability	TGFb SMAD3 inh	IL-2 act	Nrf2 activator	Nrf2 block	ATXN2 expr inh	S2 tox	EPAC2 agonist
> COc1cc(OC)cc(N(C(=O)CNC(=O)c2cccs2)C(C(=O)NCC2CCCO2)c2ccccc2)c1 (stereo not given)
  -1%	-31%	u	-0.2	0.4%	-3%	14%	i	8%
> O=C1/C(=C\c2ccc(O)cc2)CCC1CNc1ccc(Cl)cc1 (stereo not given)
  1%	-16%	u	-0.7	11µM*	7%	-18%	u	0%
> CCc1ccc(NS(=O)(=O)c2ccc3[nH]cc(C(=O)NCc4ccc(C)cc4)c(=O)c3c2)cc1
  u	20µM*	u	x	7.4%	u	u	i	x
> FC(F)(F)c1ccc(/C=N/n2c(COc3ccccc3)n[nH]c2=S)cc1
  -6%	-19%	0%	-2.3	0.2%	-8%	-22%	i	8%
> Cc1ccc(-n2c(Cc3noc4ccccc34)n[nH]c2=S)cc1
  -14%	-14%	10%	1.1	-0.4%	-16%	-10%	i	16%
> CS(=O)(=O)Nc1ccccc1C(=O)NCCSc1ccccc1
  -2%	3%	-14%	0.2	0.1%	0%	-1%	i	5%
> Cc1cc(OCCOCCN(C)C)ccc1Cl
  1%	12%	4%	-0.4	0.3%	12%	-18%	i	-4%
> CCCN=C1N(C)C[C@@H]2[C@@H]3C(=O)N(C)C(=O)[C@@H]3[C@](CC)(C(=O)OC)N12
  3%	-12%	17%	0.8	0.4%	2%	5%	i	7%
> CCN1CCN(c2ncc3c(n2)CCN(Cc2ccccc2C)C3)CC1
  2%	-8%	32%	x	6.3%	x	1%	u	x
> Cc1cccc(N2CCN(C(=O)CN(C)S(=O)(=O)c3ccc4c(c3)CCC(=O)N4)CC2)c1C
  3%	-26%	-22%	-3.5	3.1%	u	-16%	i	8%
> O=[N+]([O-])c1nn(-c2ccc3c(c2)OCCO3)n(O)c1=NCc1ccc(F)cc1
  -8%	-11%	u	-7.0	9.8%	u	-7%	i	11%
> Cc1ccc(N2CC(C(=O)NC3CC3)CC2=O)cc1Cl (stereo not given)
  0%	14%	8%	-0.7	0.3%	5%	-24%	i	6%
> Brc1ccccc1-c1nnc2sc(-c3ccc4c(c3)OCCO4)nn12
  -5%	-16%	-26%	0.1	0.1%	11%	7%	i	3%
> CCCCC(=O)Nc1ccc(NC(=S)NC(=O)CC(C)C)cc1OC
  1%	-1%	2%	-0.8	-0.1%	-4%	7%	i	-7%
> COc1cccc(-c2cnc(C(O)c3ccccc3)[nH]2)c1 (stereo not given)
  x	1%	7%	0.1	1.0%	x	47%[activator]	i	4%
> CNC(=O)/C(=C\c1cccc(Oc2ccccc2)c1)NC(=O)c1ccccc1
  5%	-21%	10%	1.4	-0.5%	6%	41%[activator]	u	8%
> O=C(NC1CC1)c1ccc(Cn2c(SCc3cccc(F)c3)nc3cccnc32)cc1
  21%	-24%	u	x	0.1%	4%	x	x	x
> CN(C)S(=O)(=O)c1cccc(NC(=O)COC(=O)c2cccn2C)c1
  11%	16%	6%	-0.3	-0.3%	3%	x	i	5%
> Cn1nc(-c2ccccc2F)c2cc(C(=O)NCc3cccc(Cl)c3)sc21
  -2%	-10%	-41%	x	0.1%	-29%	u	u	x
> Cc1ccc(Sc2sc(=O)n(C)c2S(=O)(=O)c2ccc(C)cc2)cc1
  1%	-5%	2%	0.4	-1.1%	5%	-33%	i	3%
> CC1=CC(C)(C)NC(=S)N1c1ccc(N(C)C)cc1
  3%	4%	20%	-0.6	0.1%	-5%	-22%	u	9%
> COc1ccc(NC(=O)N2CCCCC2c2cccnc2)cc1 (stereo not given)
  -4%	5%	4%	2.1	2.1%	3%	16%	u	6%
> COc1ccc(CCNC(=O)c2cccc(S(=O)(=O)NC(C)c3ccccc3)c2)cc1 (stereo not given)
  4%	-12%	-25%	-0.4	1.3%	-20%	x	u	18%
> Cc1ccc(N=C(N(C)C)P(=O)(N(C)C)N(C)C)c(C)c1
  4%	9%	-2%	-0.1	0.3%	6%	-8%	i	7%
> CCOc1ccc(CCNC(=O)c2ccc3nc(N4CCC(C)CC4)sc3c2)cc1OCC
  -2%	-11%	u	x	4.2%	u	16%	i	x

# Screens deposited in PubChem BioAssay by National Center for Advancing Translational Sciences (NCATS).

# This is a random part of the collection. Share with any hit: about 4.3%.
